Assay outcomes: PubChem, National Center for Advancing Translational Sciences (NCATS)
Giardia killer: Small Molecules that selectively kill Giardia lamblia: qHTS; activity change, % at 7.66 µM, hits read low; AID 540267, 2011; 0.15% of 340,000 active; Giardia lamblia trophozoite viability; in the data active = activity change below about -80%; inconclusive = between about -30% and that limit;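 also: parasites exposed to compound for two days anaerobically before the ATP read; % is scaled to controls: 0 for no effect and ±100 for the full control effect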
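Viability, read as ATP luminescence: trophozoites at 100 cells/well, compound added, 48 hrs anaerobic at 37 deg C, then 15-30 min room-temperature development before reading.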
ELG1 genotoxic: qHTS screen for small molecules that induce genotoxicity in human embryonic kidney (HEK293T) cells expressing luciferase-tagged ELG1 | HEK293T ELG1-luciferase reporter, luminescence, 16 h | Potency, µM (top dose mostly 46 µM), for the others: at the highest dose activity change, positive = activation, usual class: activators | 1.3% of 330,000 active | AID 504466, 2011; also: potency is read from the fitted curve at half-maximal effect; % of control where 0% means no effect; nearly all actives have a fitted effect of over 60% in size
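After overnight (16 hr) compound treatment at 37 °C, ELG1-luciferase HEK293T cells were lysed with ONE-Glo; luminescence quantified 30 min later at room temperature.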
Rab9 promoter act: qHTS Assay for Rab9 Promoter Activators; Huh7 Rab9 promoter-luciferase reporter, luminescence, 24 h; AID 485297, 2010; Potency, µM (titrated, usually from 9.22 µM), for inactives: at the highest dose activation, negative = inhibition, usual class: activators; 2.8% of 320,000 active; also: potency is read from the fitted curve at half-maximal effect; % of control where 0% means no effect; nearly all actives have a fitted effect of over 60% in size
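Luminescence from Amplite-detected luciferase (10 minutes, ambient) reports Rab9 promoter activation. Before that, stable Rab9-luciferase Huh7 cells (1500/well, reduced-serum OP-MEM I plus 10% FBS) were exposed to compound for 24 hours at 37C.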
FBPA coupling cs: qHTS Assay for Inhibitors of Fructose-1,6-bisphosphate Aldolase from Giardia Lamblia: Coupling assay counterscreen | coupling enzyme system counterscreen, AmpLite Red fluorescence | activity change, negative = inhibition, % at 58.2 µM, hits read low | 0.67% of 290,000 active | AID 2472, 2010; in the data active = activity change below about -30%; also: % is scaled to controls: 0 for no effect and ±100 for the full control effect
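Fluorescence at 525 nm excitation and 598 nm emission measured inhibition of the coupled detection system without aldolase. Compounds (at 57.5 uM final) were preincubated 10 min at room temperature with coupling enzyme reagent before a 20 min substrate/AmpLite Red step.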
KCNH2 3.1 inh: qHTS for Inhibitors of KCHN2 3.1: Mutant qHTS; AID 720553, 2013; U2OS KCNH2 3.1, thallium flux FluxOr; hits give low values; activity change, % (tested at about 1.8 µM); 0.95% of 340,000 active; Potassium voltage-gated channel subfamily H member 2, brain isoform KCNH2 3.1 (human);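 active = maximum activity change below -70%; inconclusive = maximum activity change from -70% to -50%; inactive = maximum activity change above -50%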;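 also: thallium influx rate constant from kinetic fluorescence after stimulation buffer; % is scaled to controls: 0 for no effect and ±100 for the full control effect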
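Virally transduced U2OS (3.1 isoform, 4 h infection in dark at RT) → overnight 37 C → FluxOr + Red40 in HBSS/HEPES, 45 min → stimulation buffer, 2 min kinetic read → rate constant vs DMSO controls.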
uPA generation: qHTS for Inhibitors of Cell Surface uPA Generation; Potency, µM (top dose mostly 38.3 µM), without a hit: top-dose activity change, negative = inhibition, most hits filed as inhibitors; 0.31% of 330,000 active; cell surface uPA generation assay, qHTS; active = well fitted inhibition curve with a large enough effect; inconclusive = small, poorly fitted or top-dose-only effect; inactive = no such curve, though single readings can be large or run the other way; tested in mouse RAW 264.7 cells; also: potency is read from the fitted curve at half-maximal effect; % is scaled to controls: 0 for no effect and ±100 for the full control effect; nearly all actives have a fitted effect of over 55% in size
RORgamma inh: qHTS for inhibitors of ROR gamma transcriptional activity; Nuclear receptor ROR-gamma (Mus musculus), P51450; Drosophila S2 Gal4-RORgamma UAS-luciferase reporter, 20 h; Potency, µM (top dose mostly 53.6 µM), for the others: top-dose activity change, negative = inhibition, most hits filed as inhibitors; 5.4% of 310,000 active; also: potency is read from the fitted curve at half-maximal effect; % is scaled to controls: 0 for no effect and ±100 for the full control effect; nearly all actives have a fitted effect of over 60% in size
Target sequence (P51450 whole entry, looked up, the tested form may be a part): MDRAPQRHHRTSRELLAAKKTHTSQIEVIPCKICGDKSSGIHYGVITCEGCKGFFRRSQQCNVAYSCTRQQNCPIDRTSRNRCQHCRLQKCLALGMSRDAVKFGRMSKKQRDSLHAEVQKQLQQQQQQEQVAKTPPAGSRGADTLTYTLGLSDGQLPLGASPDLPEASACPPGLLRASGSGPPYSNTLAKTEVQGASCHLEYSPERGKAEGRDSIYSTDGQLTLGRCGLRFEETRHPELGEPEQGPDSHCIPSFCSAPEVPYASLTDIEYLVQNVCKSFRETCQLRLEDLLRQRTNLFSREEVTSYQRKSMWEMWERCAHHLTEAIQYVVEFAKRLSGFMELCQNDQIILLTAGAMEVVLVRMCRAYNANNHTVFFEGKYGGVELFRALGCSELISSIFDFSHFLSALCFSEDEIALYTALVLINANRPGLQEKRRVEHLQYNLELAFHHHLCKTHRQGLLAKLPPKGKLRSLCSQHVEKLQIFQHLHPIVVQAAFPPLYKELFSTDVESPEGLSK
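Schneider cells (Drosophila), stable Gal4 DBD–ROR gamma + UAS-luc; 1 hr cmpd preincubation; Cu2+ induction 700 uM final; 20 hr ambient; luminescence.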
Tb PFK inh: qHTS Assay to Find Inhibitors of T. brucei phosphofructokinase; ATP-dependent 6-phosphofructokinase (Trypanosoma brucei brucei), O15648; T. brucei PFK, ADP-Glo luminescence; Potency, µM (series often up to 57.5 µM), for the others: at the highest dose activity, negative = inhibition, actives largely listed as inhibitors; 0.17% of 330,000 active;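 also: potency is read from the fitted curve at half-maximal effect; 0% = uninhibited 1x PFK enzyme wells and -100% = no-enzyme wells; nearly all actives have a fitted effect of over 60% in size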
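1.25 nM PFK with 0.5 mM F6P and 0.1 mM ATP in 0.1 M TEA pH 8.0, 5 mM MgCl2, incubated 45 min at room temperature; ADP measured by ADP-Glo luminescence; compounds titrated up to 57 uM.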
VP16 counter: VP16 counterscreen qHTS for inhibitors of ROR gamma transcriptional activity. Drosophila S2 Gal4-VP16 UAS-luciferase, luminescence, 20 h. Potency, µM (doses to about 53.6 µM), for inactives: at the highest dose activity, negative = inhibition, hits mostly inhibitors. 3.5% of 310,000 active;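 also: Gal4-VP16 expression switched on by copper sulfate through the metallothionein promoter; potency is read from the fitted curve at half-maximal effect; % is scaled to controls: 0 for no effect and ±100 for the full control effect; nearly all actives have a fitted effect of over 50% in size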
NPC1 promoter act: qHTS Assay for NPC1 Promoter Activators; Huh7 NPC1 promoter luciferase reporter, 24 h; 2.4% of 320,000 active; Potency, µM (top dose mostly 9.22 µM), without a hit: at the highest dose activation, actives largely listed as activators; AID 485313, 2010;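 also: potency is read from the fitted curve at half-maximal effect; % of control where 0% means no effect; nearly all actives have a fitted effect of over 60% in size; reporter is driven by a mutant NPC1 promoter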
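NPC1 promoter–luciferase Huh7 cells; 24 h compound; luminescence.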
FLuc counter: qHTS profiling assay for firefly luciferase inhibitor/activator using purifed enzyme and Km concentrations of substrates (counterscreen for miR-21 project); Luciferin 4-monooxygenase (Photinus pyralis), P08659; purified FLuc, Km substrates, luminescence inhibition; Potency, µM (doses to about 57.5 µM), without a hit: at the top dose activity change, negative = inhibition, usual class: inhibitors; 6.9% of 360,000 active;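 also: potency is read from the fitted curve at half-maximal effect; plate controls were vehicle for no effect and reference inhibitor for full effect; nearly all actives have a fitted effect of over 55% in size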
Target sequence (P08659 whole entry, looked up): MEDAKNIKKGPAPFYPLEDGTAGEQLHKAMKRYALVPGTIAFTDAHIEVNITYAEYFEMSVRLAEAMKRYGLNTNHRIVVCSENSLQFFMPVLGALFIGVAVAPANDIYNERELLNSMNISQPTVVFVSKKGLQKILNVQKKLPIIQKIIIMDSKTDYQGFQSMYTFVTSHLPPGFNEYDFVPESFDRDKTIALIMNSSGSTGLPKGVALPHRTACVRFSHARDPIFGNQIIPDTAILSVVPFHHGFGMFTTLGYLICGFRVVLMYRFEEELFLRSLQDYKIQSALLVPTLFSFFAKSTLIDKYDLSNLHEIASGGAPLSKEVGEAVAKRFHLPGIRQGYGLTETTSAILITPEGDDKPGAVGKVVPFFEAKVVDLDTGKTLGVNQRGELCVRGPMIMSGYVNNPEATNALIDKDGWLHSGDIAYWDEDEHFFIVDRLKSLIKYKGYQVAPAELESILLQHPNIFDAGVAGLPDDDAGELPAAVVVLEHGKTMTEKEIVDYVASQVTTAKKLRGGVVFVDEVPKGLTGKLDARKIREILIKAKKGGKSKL
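Purified P. pyralis luciferase (10nM final) with 10uM D-luciferin and 10uM ATP (Km levels) in 50mM Tris acetate pH 7.5, 10mM Mg acetate, 0.01% Tween-20, 0.05% BSA; qHTS 6-point titration, ~60 µM downward; luminescence read.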
Starred values were filed as active, the others as inactive; ? = inconclusive; / = not tested or not shown; [ ] = dose if it differs, or a comment. Unless noted, calls follow the shape of the dose curve; as a rule, active = well fitted curve in the direction sought with a large enough effect; inconclusive = small, poorly fitted or top-dose-only effect, or another doubt; inactive = no such curve, though single readings can be large; an effect the other way counts as inactive or inconclusive.

Order of results – Giardia killer | ELG1 genotoxic | Rab9 promoter act | FBPA coupling cs | KCNH2 3.1 inh | uPA generation | RORgamma inh | Tb PFK inh | VP16 counter | NPC1 promoter act | FLuc counter
FC(F)(F)c1cnc(Oc2cccc3ccccc23)c(Cl)c1
    -24 | 4% | -5% | 3 | -22 | -12% | 35% | -7% | -4% | 2% | -19%
CCC(O)(CC)C(=O)N/N=C/c1cc(Br)cc(Br)c1O
    8 | 6% | -4% | 0 | 1 | -1% | 0.79µM* | -4% | 3.2µM* | -8% | 4%
C/C(=N\O)C(C)(C)Nc1cccc(Br)c1
    2 | -6% | -7% | 3 | 21 | -3% | 14% | -2% | 2% | -2% | -2%
COc1cc(OC)cc(-c2c(-c3cccs3)c3cc(-c4cnc(OC)nc4)ccc3n2C)c1
    2 | 1% | -2% | / | -31 | -2% | / | 1% | / | -1% | 1%
CN(Cc1ccon1)Cc1cn(C)nc1-c1cccc(Cl)c1
    -10 | ? | ? | 28 | 8 | -8% | 22% | ? | -25% | ? | 5.4µM*
CCSc1nc2c(c(=O)[nH]1)C(C(C)C)C(C#N)=C(N)O2 (centres undefined)
    -6 | 4% | -6% | 3 | -2 | -6% | 0% | -2% | -3% | -1% | 0%
CCN(CC(=O)Nc1ccc2c(c1)OCCO2)C(=O)c1ccccc1Br
    ? | 2% | / | / | -18 | 6% | / | -2% | / | / | /
COc1ccc(OC)c(-c2cc(C3CCN(c4ncccc4[N+](=O)[O-])CC3)[nH]n2)c1
    2 | -6% | 5% | -5 | -25 | -3% | ? | 3% | -19% | -3% | 4%
COc1cc(OC)cc(-c2c(-c3cccs3)c3cc(-c4ccc5cc[nH]c5c4)ccc3n2C)c1
    7 | 0% | 0% | / | 1 | -1% | / | 3% | / | 0% | 3%
CCOCC(=O)Nc1cc(C(=O)OC)ccc1C(=O)OC
    -8 | 0% | -4% | 5 | 7 | -2% | 23% | -5% | 23% | 11% | 1%
CN(/N=C/c1ccc(Cl)cc1Cl)c1ncc(Cl)cc1C(F)(F)F
    -5 | 1% | 9% | 0 | -23 | 9% | 0% | 0% | -10% | 0% | -7%
CN(C)c1ccc(NC(=O)CCN2CCN(c3ccccn3)CC2)cc1
    -2 | 0% | -3% | 1 | -6 | -7% | -20% | 5% | -7% | 3% | 2%
CCOc1ncccc1C(=O)OCc1cccc([N+](=O)[O-])c1
    14 | 1% | 1% | 0 | -19 | -8% | -30% | 4% | 12% | -6% | -6%
O=C(Nc1nnc(-c2ccccc2F)s1)c1cccnc1
    2 | ? | 2µM* | 3 | -3 | -4% | -9% | 1% | 18% | 2.2µM* | 9.5µM*
Cc1ccc(C(=O)Nc2cccc(N3C(=O)C4CCC(C)CC4C3=O)c2)cc1 (centres undefined)
    4 | 5% | 23% | 0 | -11 | -8% | -19% | 0% | 1% | 1% | 7.6µM*
Cc1csc(-c2cnn(-c3ccccc3)c2NC(=O)c2cccc(C(F)(F)F)c2)n1
    0 | 0% | -3% | -11 | 7 | -1% | 2% | 2% | ? | -1% | 2%
C=CCc1cccc(/C=N/c2nc3ccccc3n2CC)c1O
    12 | 1% | 1% | 0 | 3 | 0% | -23% | -1% | 4% | 0% | 2%
Cc1ccc(S(=O)(=O)N2CCCC2C(=O)NCc2ccc3c(c2)OCO3)cc1 (centres undefined)
    -7 | -2% | 1% | 1 | 3 | 3% | 6% | -3% | 5% | -6% | 0%
CN(Cc1ccccc1)C(=O)CCNS(=O)(=O)c1ccc2c(c1)oc(=O)n2C
    3 | -1% | -5% | -1 | -10 | / | -18% | -13% | -5%[0.365 µM] | 0% | 0%
O=C(NC(NC(=S)Nc1ccc(Cl)cc1)C(Cl)(Cl)Cl)c1ccco1 (centres undefined)
    6 | -3% | 1% | 2 | 13 | -1% | ? | 2% | -6% | 0% | 0%
COc1ccc(-c2csc(C)n2)cc1OC
    -2 | 14% | 8% | -2 | -3 | / | 7% | -3% | ? | 2% | ?
Cn1c(=O)c([N+](=O)[O-])c(NC2CCS(=O)(=O)C2)c2ccccc21 (centres undefined)
    5 | 0% | 0% | 4 | 2 | -4% | -2% | -2% | -15% | 0% | -1%
O=C(Nc1cc(C(=O)N2CCCC2)ccc1N1CCCC1)c1ccccc1F
    11 | -27% | 10% | -1 | -5 | / | -8% | -7% | 3% | 0% | -1%
CCOc1cccc2cc(-c3csc(NC(=O)CCC(=O)N4CCC(C)CC4)n3)c(=O)oc12
    -8 | 16% | 0% | 0 | 0 | -3% | -16% | 0% | 0% | ? | -2%
O=C(CCCc1ccccc1)N=C1SC2CS(=O)(=O)CC2N1c1ccccc1 (centres undefined)
    32[activator] | 0% | 1% | / | -3 | 8% | 1% | -10% | -6% | -2% | 0%
CCOC(=O)N1CCN(CC(=O)n2c(C)c(C)c3ccccc32)CC1
    -3 | -4% | -2% | 0 | -15 | 3% | -2% | -1% | 0% | 0% | 6%
O=C(N/N=C1/CCS(=O)(=O)c2ccc(F)cc21)c1cccnc1
    13 | 2% | -1% | 0 | 10 | -2% | 0% | 0% | 14% | -1% | 3%
CSc1nc(-c2ccccc2)cc(C(F)(F)F)c1C#N
    -28 | 2% | 1% | 3 | / | 5% | -18% | -2% | 0% | 11% | -1%
Cc1cccc(-c2nnc(SCC#N)n2Cc2ccccc2)c1
    2 | -1% | 0% | 3 | 4 | 2% | 2% | -5% | -4% | -3% | -1%
CC(C)=NOC(=O)c1c(C)noc1-c1snnc1C
    2 | 0% | 2% | 7 | -4 | 3% | -10% | -8% | 2% | 0% | 1%
CC(=O)OCC1O[C@@H](O[C@@H]2C[C@H]3C(C)(C)[C@H](OC(C)=O)CC[C@]3(C)[C@H]3CC[C@]45C[C@]4(CC[C@H]5[C@@H](C)C[C@@H](O)[C@H](O)C(C)(C)O)[C@@]32C)[C@H](O)[C@@H](O)[C@@H]1O (some centres undefined)
    / | -10% | -4% | -12 | / | / | 0.89µM* | -2% | 3.2µM* | -4% | 5%
O=C(O)c1ccc(N=Nc2c(O)ccc3ncccc23)cc1
    -10 | -4% | -30%[inhibitor] | -13 | 7 | ? | 1.1µM* | ? | 3.2µM* | -20% | 1.7µM*
COC(=O)c1cccc(N2C(=O)c3ccccc3S2(=O)=O)c1
    -8 | 0% | 2% | -2 | 15 | -3% | 22% | 5% | -7% | 17% | -1%
Cc1ccc(NC(=O)Cn2nc(C)c(S(=O)(=O)N(C)C)c2C)cc1C
    8 | -5% | 1% | -6 | 20 | -15% | 1% | 1% | 3% | -10% | 1%
COC(=O)c1ccccc1NC(=O)N1CCN(S(C)(=O)=O)CC1
    -15 | 1% | 0% | 0 | -2 | -3% | 1% | -5% | 2% | -3% | 0%

Shown as a hit in NPC1 promoter act, among the entries above:
SMILES | Rab9 promoter act | uPA generation | RORgamma inh | Tb PFK inh | NPC1 promoter act
O=C(Nc1nnc(-c2ccccc2F)s1)c1cccnc1 | 2µM* | -4% | -9% | 1% | 2.2µM*

Already shown: an excerpt of the list.
Order of results – Giardia killer | ELG1 genotoxic | Rab9 promoter act | FBPA coupling cs | KCNH2 3.1 inh | uPA generation | RORgamma inh | Tb PFK inh | VP16 counter | NPC1 promoter act | FLuc counter
O=C(O)c1ccc(N=Nc2c(O)ccc3ncccc23)cc1
    -10 | -4% | -30%[inhibitor] | -13 | 7 | ? | 1.1µM* | ? | 3.2µM* | -20% | 1.7µM*
COC(=O)c1cccc(N2C(=O)c3ccccc3S2(=O)=O)c1
    -8 | 0% | 2% | -2 | 15 | -3% | 22% | 5% | -7% | 17% | -1%
Cc1ccc(NC(=O)Cn2nc(C)c(S(=O)(=O)N(C)C)c2C)cc1C
    8 | -5% | 1% | -6 | 20 | -15% | 1% | 1% | 3% | -10% | 1%
